Fluorescein fluor – fluorescein region autofluorescence | Compound autofluorescence, 480/540 nm, fluorescein-equivalent; hits give high values | max fluorescein-equivalent concentration, M | hit rate 0.91% among 59,000 | AID 593; in the data active = max fluorescein-equivalent concentration above about 10 nM; inconclusive = between about 1.1 nM and that limit
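Fluorescein stocks ranging 3 mM down to 300 nM, plus DMSO blanks, were pinned alongside compounds to build a per-plate standard curve. Buffer: 100 mM Tris, pH 8.0. Incubation 15 min, room temperature; filters 480/540 nm.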
4MU fluor – compounds fluorescent in 4-MU spectral region. compound autofluorescence, 340/450 nm, 4-MU equivalents; hits give high values. max dye-equivalent concentration, M. hit rate 11% among 59,000. AID 589; in the data active = max dye-equivalent concentration above about 10 nM; inconclusive = mostly about 1.1 nM to 9.6 nM
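Compounds in 100 mM Tris, pH 8.0, incubated 15 min at room temperature, then fluorescence read at 340 nm excitation/450 nm emission. Signal converted to 4-MU dye-equivalent concentration using an on-plate six-point 4-MU standard curve.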
TexasRed autofl – compound fluoresces in the Texas Red spectral region; hit rate 0.06% among 59,000; Compound fluorescence, Texas Red channel, 547/618 nm; hits give high values; max dye-equivalent concentration, M; in the data active = max dye-equivalent concentration above about 10 nM; inconclusive = between about 1.1 nM and that limit
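Compound titrations in 100 mM Tris pH 8.0 were incubated 15 min at room temperature and read at 547 nm excitation / 618 nm emission. Texas Red six-point standard curve on each plate converted fluorescence to dye-equivalent concentration.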
Hsp90 Hop PPI – changes Hsp90-Hop TPR2A binding signal, up or down | AlphaScreen TPR2A-His6 binding biotin-Hsp90 C-terminal peptide | Potency, µM (doses to about 57 µM), for the others: top-dose activity change, negative = inhibition | hit rate 0.44% among 71,000; active = well fitted curve in either direction with a large enough effect; inconclusive = small, poorly fitted or top-dose-only effect, or another doubt; also: potency is read from the fitted curve at half-maximal effect; % is scaled to controls: 0 for no effect and ±100 for the full control effect; many of its hits are not listed in these tables
DNA Pol III inh – blocks replication by bacterial DNA polymerase III holoenzyme. reconstituted DNA polymerase III holoenzyme replication, biochemical. hit rate 0.25% among 71,000. Potency, µM (doses to about 57.1 µM), for the others: top-dose activity change, negative = inhibition; also: potency is read from the fitted curve at half-maximal effect; % is scaled to controls: 0 for no effect and ±100 for the full control effect
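Reconstituted *E. coli* holoenzyme (0.35 nM Pol III, 1 nM beta, 154 nM SSB, 2 nM primase) was preincubated with compound for 15 min at RT. Synthesis on 1.4 nM ssM13Gori ran 35 min, then was stopped with PicoGreen/EDTA and read as dsDNA fluorescence.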
HBB splicing – hemoglobin beta splicing modulation | HBB splicing reporter cell assay, activation; EGFP reporter with mutant IVS2-654 intron; response scale: normalised to 500 nM splice-correcting PNA | Potency, µM (top dose mostly 46.1 µM), for inactives: at the top dose activation, actives largely listed as activators | hit rate 0.06% among 65,000; also: potency is read from the fitted curve at half-maximal effect; 0% is about no effect
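Compounds were applied for 2 days to HeLa EGFP-654 cells, 500/well in Optimem with 2% FCS. The reporter's EGFP is disrupted by mis-splicing of beta-globin intron IVS2-654. Readout: summed well GFP fluorescence from 488 nm laser scanning; reference was 500 nM antisense […] 654 PNA.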
ALOX15 inhib – 15-hLO (ALOX15) enzyme inhibition | Potency, µM (top dose mostly 57.1 µM), without a hit: at the top dose activity change, negative = inhibition, actives largely listed as inhibitors | hit rate 1.4% among 74,000 | P16050 | purified 15hLO-1, xylenol orange hydroperoxide absorbance; also: potency is read from the fitted curve at half-maximal effect; % is scaled to controls: 0 for no effect and ±100 for the full control effect; nearly all actives have a fitted effect of over 55% in size
Target sequence (P16050 whole entry, looked up): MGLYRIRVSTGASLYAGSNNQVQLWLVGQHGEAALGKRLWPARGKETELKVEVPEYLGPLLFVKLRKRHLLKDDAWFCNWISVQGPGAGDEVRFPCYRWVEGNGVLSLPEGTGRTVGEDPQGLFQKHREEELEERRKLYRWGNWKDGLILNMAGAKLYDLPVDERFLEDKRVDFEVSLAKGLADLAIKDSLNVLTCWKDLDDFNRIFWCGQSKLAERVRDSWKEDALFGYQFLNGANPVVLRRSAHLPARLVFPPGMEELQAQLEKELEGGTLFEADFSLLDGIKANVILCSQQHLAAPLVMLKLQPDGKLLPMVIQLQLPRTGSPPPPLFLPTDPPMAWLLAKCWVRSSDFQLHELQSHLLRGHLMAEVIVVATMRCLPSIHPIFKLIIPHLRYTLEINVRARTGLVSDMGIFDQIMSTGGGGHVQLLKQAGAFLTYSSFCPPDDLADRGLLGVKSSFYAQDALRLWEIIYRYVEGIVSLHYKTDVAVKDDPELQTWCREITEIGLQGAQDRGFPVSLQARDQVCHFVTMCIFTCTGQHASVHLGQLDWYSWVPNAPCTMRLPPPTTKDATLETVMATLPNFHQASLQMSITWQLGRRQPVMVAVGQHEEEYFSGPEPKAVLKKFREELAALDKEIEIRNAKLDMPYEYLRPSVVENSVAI
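Quantitative HTS in 25 mM Hepes pH 7.5 containing 0.01% Triton X-100: human 15hLO-1 at 40 nM, arachidonic acid at 50 uM, 6 min turnover. Product quantified via ferrous oxidation/xylenol orange, 573:405 nm absorbance ratio.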
Rhodamine autofl – compound autofluorescence in rhodamine spectral region. Rhodamine-region fluorescence, 547/598 nm, Tris buffer; hits give high values. max dye-equivalent concentration, M. hit rate 0.05% among 59,000; in the data active = max dye-equivalent concentration above about 11 nM; inconclusive = between about 1.1 nM and that limit
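Read-out is relative fluorescence at 547 nm excitation and 598 nm emission, expressed as dye-equivalent concentration using rhodamine standards on every plate. Each compound was profiled across a concentration series after 15 min in 100 mM Tris, pH 8.0.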
Epigenetic mod – derepresses silenced GFP locus in mouse C127i cells | mouse C127i GFP locus derepression, cytometry, 30 h | Potency, µM (highest dose often 46.1 µM), without a hit: top-dose GFP derepression (activation) | hit rate 0.09% among 68,000; also: % of control where 0% means no effect
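Read-out is the number of GFP-positive cells, scored as fluorescent objects 20 to 120 um wide, reflecting derepression of a silenced CMV-GFP reporter in murine C127i cells after 30 h compound exposure at 37 C.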
HADH2 inhib – inhibitors of human HADH2 dehydrogenase. recombinant HADH2, NADH fluorescence, beta-hydroxybutyryl-CoA. hit rate 3.4% among 73,000. Potency, µM (doses to about 57.1 µM), for inactives: at the highest dose activity change, negative = inhibition, most hits filed as inhibitors. Q99714; also: potency is read from the fitted curve at half-maximal effect; % is scaled to controls: 0 for no effect and ±100 for the full control effect; nearly all actives have a fitted effect of over 60% in size; many of its hits are not listed in these tables
Target sequence (Q99714 whole entry, looked up, one chain of several): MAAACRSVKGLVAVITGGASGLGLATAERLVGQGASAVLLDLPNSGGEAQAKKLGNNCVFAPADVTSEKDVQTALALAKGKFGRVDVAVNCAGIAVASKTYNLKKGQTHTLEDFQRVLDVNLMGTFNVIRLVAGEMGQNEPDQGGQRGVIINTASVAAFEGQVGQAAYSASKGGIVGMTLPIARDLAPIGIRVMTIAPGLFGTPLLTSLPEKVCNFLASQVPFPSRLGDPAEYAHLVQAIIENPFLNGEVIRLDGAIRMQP
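Read-out: 360 nm excitation, 450 nm emission, kinetic over 4 min. Conditions: His-tagged human HADH2 20 nM, pH 9.0 Tris with Tween-20, 1 mM NAD+, 90 uM beta-hydroxybutyryl-CoA.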
Ub-GFP proteasome – ubiquitin-GFP accumulation via proteasome inhibition | Ubiquitin-GFP reporter cells, proteasome inhibition, GFP fluorescence; response scale: untreated = 0%, 10 µM MG-132 = 100% | 67,000 tested, under 10 active | Potency, µM (doses to about 45.9 µM), for inactives: top-dose activation (GFP accumulation), hits mostly activators; active = well fitted activation curve with a large enough effect, not every such curve was filed as active; inconclusive = small, poorly fitted or top-dose-only effect, or another doubt; inactive = no such curve, though single readings can be large or run the other way; also: potency is read from the fitted curve at half-maximal effect
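GFP accumulation read-out: laser plate cytometry counting ubiquitin(G76V)-GFP-expressing U2OS cells after 4 hr compound exposure at 37 °C. Titrations spanned 46 uM to 2.9 nM; 0% = basal, 100% = 10 uM MG-132; concentration-response curves fitted.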
* marks the source's active call; other numbers are inactive results; [ ] = another dose, or the depositor's remark. Unless noted, calls follow the shape of the dose curve; as a rule, active = well fitted curve in the direction sought with a large enough effect; inconclusive = small, poorly fitted or top-dose-only effect, or another doubt; inactive = no such curve, though single readings can be large; an effect the other way counts as inactive or inconclusive. An excerpt (hit frequency here may not be typical).

Screening Cc1cc2n(n1)C(c1ccco1)Nc1ccccc1-2 (stereo unspecified) returned Fluorescein fluor inactive, 4MU fluor 2.2e-08M*, TexasRed autofl inconclusive, Hsp90 Hop PPI 11%, DNA Pol III inh -9%, HBB splicing -0.4%, ALOX15 inhib inconclusive, Rhodamine autofl inactive, Epigenetic mod 0%, HADH2 inhib -13% and Ub-GFP proteasome -10%.
Screening C=CCOc1cccc(C2/C(=C(/O)c3ccc(Cl)cc3)C(=O)C(=O)N2CCN2CCOCC2)c1 (stereo unspecified) returned Fluorescein fluor inactive, 4MU fluor inactive, TexasRed autofl inactive, Hsp90 Hop PPI 0%, DNA Pol III inh -9%, HBB splicing 0.9%[1.84 µM], ALOX15 inhib 7%, Rhodamine autofl inactive, Epigenetic mod -3%, HADH2 inhib -9% and Ub-GFP proteasome 4%.
CC(C)CC(=O)N1CCN(S(C)(=O)=O)CC1 was read as Hsp90 Hop PPI 2%, DNA Pol III inh -1%, HBB splicing -0.2%, ALOX15 inhib 2%, Epigenetic mod -2%, HADH2 inhib 1% and Ub-GFP proteasome -12%.
`O=C(O)CCSC1=NCCN1` gave Fluorescein fluor inconclusive, 4MU fluor inactive, TexasRed autofl inactive, Hsp90 Hop PPI 0%[11 µM], DNA Pol III inh -10%[11.4 µM], HBB splicing 5.3%[9.22 µM], ALOX15 inhib -1%[11.4 µM], Rhodamine autofl inactive, Epigenetic mod 0%[9.22 µM], HADH2 inhib 18%[11.4 µM] and Ub-GFP proteasome 1%[9.17 µM].
Screening Cc1ccc(C)c(NC(=O)C2CC(Cl)=CCC2C(=O)O)c1 (stereo unspecified) returned Fluorescein fluor inactive, 4MU fluor inactive, TexasRed autofl inactive, Hsp90 Hop PPI -5%, DNA Pol III inh -2%, HBB splicing 4.3%, ALOX15 inhib 4%, Rhodamine autofl inactive, Epigenetic mod 2%, HADH2 inhib -3% and Ub-GFP proteasome 0%.
`COc1ccc(Nc2cc(C)nc3ncnn23)c(OC)c1` gave Hsp90 Hop PPI 0%, DNA Pol III inh -4%, HBB splicing -1.0%, ALOX15 inhib 0%, Epigenetic mod 5%, HADH2 inhib -4% and Ub-GFP proteasome 17%.
`COc1ccc(-c2nnc(CSc3ncnc4sc5c(c34)CCC5)o2)cc1OC` gave Fluorescein fluor inconclusive, 4MU fluor inactive, TexasRed autofl inconclusive, Hsp90 Hop PPI -5%, DNA Pol III inh -7%, ALOX15 inhib -13%, Rhodamine autofl inactive, Epigenetic mod 5%, HADH2 inhib -10% and Ub-GFP proteasome -3%.
`COC(=O)c1cc(NCc2c(F)cccc2Cl)ccc1N1CCOCC1` gave Fluorescein fluor inconclusive, 4MU fluor inactive, TexasRed autofl inactive, Hsp90 Hop PPI 0%, DNA Pol III inh -8%, HBB splicing 7.0%[0.369 µM], ALOX15 inhib 16µM*, Rhodamine autofl inactive, Epigenetic mod -2%, HADH2 inhib -17% and Ub-GFP proteasome -2%.
COc1ccccc1-c1nnc(NC(=O)OCC(C)C)s1 was read as Fluorescein fluor inactive, 4MU fluor inactive, TexasRed autofl inconclusive, Hsp90 Hop PPI -2%, DNA Pol III inh -8%, HBB splicing 0.5%, ALOX15 inhib -3%, Rhodamine autofl inactive, Epigenetic mod -3%, HADH2 inhib 52%[activator] and Ub-GFP proteasome 3%.
O=C1COc2ccc(C(=O)COC(=O)CCc3ccc(S(=O)(=O)N4CCOCC4)cc3)cc2N1 was read as Fluorescein fluor inconclusive, 4MU fluor inactive, TexasRed autofl inconclusive, Hsp90 Hop PPI -5%, DNA Pol III inh -6%, HBB splicing -3.7%, ALOX15 inhib -6%, Rhodamine autofl inactive, Epigenetic mod -1%, HADH2 inhib 2% and Ub-GFP proteasome 5%.
`CN1CCc2cccc3c2[C@H]1Cc1ccc(O)c(O)c1-3` gave Hsp90 Hop PPI -9%, DNA Pol III inh -8%, ALOX15 inhib -29%[25.6 µM], Epigenetic mod -1%, HADH2 inhib inconclusive and Ub-GFP proteasome 3%.
Screening CCN(CCCNC(=O)c1[nH]c(C)c(C(C)=O)c1C)c1cccc(C)c1 returned Fluorescein fluor inactive, 4MU fluor inactive, TexasRed autofl inconclusive, Hsp90 Hop PPI -30%, DNA Pol III inh -6%, HBB splicing 0.0%, ALOX15 inhib -5%, Rhodamine autofl inactive, Epigenetic mod 2%, HADH2 inhib -3% and Ub-GFP proteasome -15%.
For O=C(Oc1ccc(OC(=O)c2ccncc2)cc1)c1ccncc1 the results were Fluorescein fluor inactive, 4MU fluor inactive, TexasRed autofl inactive, Hsp90 Hop PPI -6%, DNA Pol III inh 1%, HBB splicing -1.1%, ALOX15 inhib 7%, Rhodamine autofl inactive, Epigenetic mod 0%, HADH2 inhib -8% and Ub-GFP proteasome -3%.
Screening CCOc1cc(C(=O)N2CCN(c3ccccc3)CC2)cc(OCC)c1OCC returned Hsp90 Hop PPI -3%, DNA Pol III inh -1%, HBB splicing -0.1%, ALOX15 inhib -4%, Epigenetic mod 0%, HADH2 inhib 3% and Ub-GFP proteasome -6%.
For COc1ccc(OC)c(C(c2nnnn2C2CCCC2)N2CCN(c3ccccc3F)CC2)c1 (stereo unspecified) the results were Fluorescein fluor inactive, 4MU fluor inactive, TexasRed autofl inactive, Hsp90 Hop PPI -9%, DNA Pol III inh 1%, ALOX15 inhib -12%, Rhodamine autofl inactive, Epigenetic mod 1%, HADH2 inhib 14% and Ub-GFP proteasome -2%.
COC(=O)c1ccc(Oc2nc(Nc3ccc(F)cc3)nc(N3CCCC3)n2)cc1 was read as Fluorescein fluor inactive, 4MU fluor inactive, TexasRed autofl inactive, Hsp90 Hop PPI -3%, DNA Pol III inh 4%, HBB splicing 2.0%, ALOX15 inhib -17%, Rhodamine autofl inactive, Epigenetic mod 5%, HADH2 inhib 0% and Ub-GFP proteasome 4%.
O=S(=O)(Cc1ccccc1)N1CCc2ccccc2C1 was read as Hsp90 Hop PPI 0%, DNA Pol III inh -1%, HBB splicing -1.2%[9.22 µM], ALOX15 inhib -2%, Epigenetic mod 2%, HADH2 inhib 10% and Ub-GFP proteasome -13%.
`CCOC(=O)N1CCC(N2C(=O)c3ccccc3C2Nc2ccccc2C)CC1` (stereo unspecified) gave Hsp90 Hop PPI -5%, DNA Pol III inh 0%, HBB splicing -1.8%, ALOX15 inhib inconclusive, Epigenetic mod 2%, HADH2 inhib 5% and Ub-GFP proteasome 7%.
`Cc1ccc(-c2noc(CN(C(=O)CCCCCN3C(=O)c4ccccc4C3=O)C(C)C)n2)cc1` gave Fluorescein fluor inconclusive, 4MU fluor inactive, TexasRed autofl inactive, Hsp90 Hop PPI 6%, DNA Pol III inh -2%, HBB splicing -2.2%, ALOX15 inhib inconclusive, Rhodamine autofl inactive, Epigenetic mod -3%, HADH2 inhib 9% and Ub-GFP proteasome -3%.
Screening O=C(OCC(O)CN1CCCCC1)C12CC3CC(CC(C3)C1)C2 (stereo unspecified) returned Fluorescein fluor inconclusive, 4MU fluor inactive, TexasRed autofl inactive, Hsp90 Hop PPI 0%, DNA Pol III inh 1%, HBB splicing 4.9%[0.369 µM], ALOX15 inhib -6%, Rhodamine autofl inactive, Epigenetic mod -2% and HADH2 inhib 4%.
O=C(c1cc(S(=O)(=O)N2CCOCC2)ccc1F)N1CCN(Cc2ccccc2)CC1 was read as Fluorescein fluor inactive, 4MU fluor inactive, TexasRed autofl inactive, Hsp90 Hop PPI -2%, DNA Pol III inh 0%, HBB splicing -0.1%[1.84 µM], ALOX15 inhib 2%, Rhodamine autofl inactive, Epigenetic mod 0%, HADH2 inhib 9% and Ub-GFP proteasome 4%.
COC(=O)Cn1c2ccc(OC)cc2c2nc3ccccc3nc21 was read as Fluorescein fluor inactive, 4MU fluor inactive, TexasRed autofl inactive, Hsp90 Hop PPI -4%, DNA Pol III inh -2%, HBB splicing -0.9%, ALOX15 inhib 0%, Rhodamine autofl inactive, Epigenetic mod 0%, HADH2 inhib -5% and Ub-GFP proteasome 0%.
CCC(c1nnnn1Cc1ccco1)N(CCc1ccccc1)Cc1cc2cccc(C)c2[nH]c1=O (stereo unspecified) was read as Fluorescein fluor inactive, 4MU fluor inconclusive, TexasRed autofl inactive, Hsp90 Hop PPI -7%, DNA Pol III inh -7%, ALOX15 inhib inconclusive, Rhodamine autofl inactive, Epigenetic mod -2%, HADH2 inhib -2% and Ub-GFP proteasome 1%.

Compound activity: PubChem, National Center for Advancing Translational Sciences (NCATS)
